# Ecoli viability: reduces bacterial viability in AddAB counter-screen; E. coli V3065 growth, OD600 absorbance, 18 h; inhibition, % at 11.9 µM; AID 449728; 330,000 compounds, 0.27% hits;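 active = inhibition above the campaign's mean inhibition across all tested compounds plus 3 SD, cut at about 9.9% in these data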;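 also: uninfected addAB+ strain grown without phage in ampicillin broth; 0% = DMSO wells and 100% = ciprofloxacin 0.95 µg/ml wells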
# MOR-DOR ag: agonists of human mu-delta opioid receptor heterodimerization; P35372+P41143; cells, OPRM1-OPRD1 heterodimerization, luminescence; activation, % at 9.3 µM; 340,000 compounds, 0.3% hits; AID 504326; in the data active = activation above about 18%;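 also: 0% = vehicle-treated cells and 100% = reference agonist; values of inactives mirror those of a sister screen read the other way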
# Mot1-301 SUMO: blocks SUMOylation pathway, rescuing yeast Mot1-301 growth; S. cerevisiae Mot1-301 growth rescue, ATP luminescence, 38.5C; percent above DMSO median, 100 means doubled; growth rescue, % at 18.8 µM; 320,000 compounds, 1% hits;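 active = every valid replicate shows activation above 250% relative to neutral control wells; inactive = the rest, any valid replicate at or below 250%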;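 also: OY570 slx delta 5 strain wells were the positive control but not used for scaling; some compounds called inactive have numbers as strong as hits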
# MOR-DOR inv ag: mu-delta opioid heterodimer inverse agonism; cell-based MOR-DOR heterodimer luminescence; P35372+P41143; inhibition, % at 9.3 µM; AID 504357; 340,000 compounds, 0.21% hits; in the data active = inhibition above about 22%, passing the limit was not always enough;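 also: 0% = cells with DMSO and 100% = wells without cells with DMSO; values of inactives mirror those of a sister screen read the other way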
# PfHsp90 set2: inhibits growth of yeast expressing Plasmodium falciparum Hsp90 | inhibition, % at 9.4 µM | S. cerevisiae expressing PfHsp90, BacTiter-Glo ATP, 48 h; yeast lacking PDR1 and PDR3 efflux regulators | 310,000 compounds, 0.32% hits;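 active = every replicate shows inhibition above about 80%, whatever the replicate mean, limit read from the data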;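 also: 0% = DMSO neutral controls and 100% = 20 µM radicicol positive controls; yeast relying on Plasmodium falciparum Hsp90 in place of its own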
# PKA-R2B activ: activates the human PKA-R2B holoenzyme complex; 340,000 compounds, 0.079% hits; P22694+P31323; activation, % at 11.4 µM; PKA-R2B holoenzyme dissociation, Cy5-IP20 fluorescence polarization; R2B truncated from residue 108, S112A mutant; 0% DMSO only, 100% 113 µM cGMP;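 active = activation above a cutoff set at the mean over all compounds plus 3 SD, cut at about 18% in these data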;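 also: higher means more holoenzyme dissociation and a rise in polarization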
# Target sequence (P31323 whole entry, looked up, other chains not shown, the tested form may be a part): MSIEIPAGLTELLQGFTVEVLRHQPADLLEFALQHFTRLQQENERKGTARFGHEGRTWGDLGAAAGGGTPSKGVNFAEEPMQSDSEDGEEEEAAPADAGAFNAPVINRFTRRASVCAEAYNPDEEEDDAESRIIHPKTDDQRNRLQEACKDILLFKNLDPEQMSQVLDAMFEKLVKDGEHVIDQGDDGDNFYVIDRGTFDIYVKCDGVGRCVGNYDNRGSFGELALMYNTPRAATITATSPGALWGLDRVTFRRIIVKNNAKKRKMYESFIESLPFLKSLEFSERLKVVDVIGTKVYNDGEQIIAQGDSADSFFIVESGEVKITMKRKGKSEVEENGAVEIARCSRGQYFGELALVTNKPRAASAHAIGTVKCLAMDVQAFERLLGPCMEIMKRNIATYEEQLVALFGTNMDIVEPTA
# Tat export inh: blocks Tat-dependent protein export in E. coli. AID 488895. 340,000 compounds, 0.036% hits. inhibition, % at 10 µM. E. coli MC4100 TorA-mCherry Tat export, fluorescence;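 active = mean replicate inhibition at least 50% and at least half of replicates individually reaching 50%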;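 also: exported cargo escapes ClpAP degradation while cytoplasmic cargo is degraded and loses fluorescence; 0% = median of neutral control wells and 100% = median of NaSCN control wells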
# phage Ecoli inh: E. coli growth loss with phage present; growth absorbance; inhibition, % at 11.9 µM; 360,000 compounds, 0.26% hits; AID 651602; in the data active = inhibition above about 11%
# AddAB inh: less growth of phage-infected E. coli with AddAB; E. coli expressing H. pylori AddAB, absorbance growth; inhibition, % at 11.9 µM; 330,000 compounds, 0.29% hits; in the data active = inhibition above about 12%;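 also: 0% = vehicle wells of infected cells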
# PKA-R1A act: activators of PKA-R1A complex; activation, % at 11.4 µM; PKA-R1A dissociation, Cy5-IP20 fluorescence polarization; scaled: DMSO 0%, 113 µM cGMP 100%; 340,000 compounds, 0.083% hits; P00514+P68181;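 active = percent activation above the mean of all tested compounds plus 3 SD, cut at about 19% in these data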;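 also: higher means more PKAc released from R1A so a rise in polarization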
# HTR5A inv ag: HTR5A inverse agonism, opioid heterodimer counter-screen | HTR5A cell line, luminescence | 340,000 compounds, 0.083% hits | P47898 | inhibition, % at 9.3 µM | AID 504634; in the data active = inhibition mostly above about 23%, no sharp cut-off; inactive = mostly below about 18%;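 also: 0% = cells with DMSO and 100% = no-cell wells with DMSO; some compounds called inactive have numbers as strong as hits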
# Target sequence (P47898 whole entry, looked up): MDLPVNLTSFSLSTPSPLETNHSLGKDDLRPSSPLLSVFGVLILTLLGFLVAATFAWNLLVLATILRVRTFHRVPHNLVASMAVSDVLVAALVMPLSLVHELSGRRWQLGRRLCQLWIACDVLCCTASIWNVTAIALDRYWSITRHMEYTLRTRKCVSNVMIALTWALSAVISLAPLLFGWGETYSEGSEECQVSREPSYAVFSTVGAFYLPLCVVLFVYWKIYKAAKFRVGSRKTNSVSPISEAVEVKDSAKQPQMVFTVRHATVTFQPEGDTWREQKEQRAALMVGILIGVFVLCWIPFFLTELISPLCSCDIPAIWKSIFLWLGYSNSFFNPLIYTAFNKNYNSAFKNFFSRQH
# * hit, by the source's call; nt = no result given; & = joins results of further samples. No enrichment for hits. Share with any hit: about 2.2%.
SMILES,Ecoli viability,MOR-DOR ag,Mot1-301 SUMO,MOR-DOR inv ag,PfHsp90 set2,PKA-R2B activ,Tat export inh,phage Ecoli inh,AddAB inh,PKA-R1A act,HTR5A inv ag
Cc1ccc(NC(=O)c2oc3c(c2C)C(=O)CC(C)(C)C3)cc1,0.5,0.2,-14.1,-1.1,27.7,-7.5,-3.0,1.6,4.8,3.2,13.2
Cc1nnc(SCc2ccc([N+](=O)[O-])cc2)[nH]c1=O,0.2,-2.2,0.7,11.2,-2.4,1.2,-2.4,0.8,0.7,2.8,23.5
Cc1ccc(N=Cc2c(O)ccc3ccccc23)cc1F,1.4,-0.7,-17.6,3.4,9.5,-4.2,-7.2,3.0,3.6,-4.3,17.8
Cc1ccc(CCNC(=O)C2CCN(S(=O)(=O)c3cccc4cccnc34)CC2)cc1,1.2,0.0,-10.6,-0.2,1.8,-9.4,-7.5,-1.3,1.5,0.6,-9.8
CCOC(=O)C1CN(S(=O)(=O)c2ccc(Cl)cc2)c2cc(S(=O)(=O)CC)ccc2O1 (stereo not drawn),-0.1,nt,-6.7,nt,-5.8,nt,-6.6,1.7,1.6,nt,nt
CN(C(=O)c1cccc(NC(=O)Cc2ccc(NC(=O)C3CCN(C(=O)CCc4ccccc4)CC3)cc2)c1)C1CCCCC1,nt,0.3,nt,-1.3,-10.0,-6.9,37.2,1.7,nt,-6.9,-23.6
CCOC(=O)c1ccc(NC(=O)CSc2nc3ncccc3[nH]2)cc1,7.8,-3.4,16.8,18.0,2.5,-5.5,-6.0,10.9*,10.7,-14.0,8.7
O=S(=O)(Nc1ncnc2scc(-c3ccc(F)cc3)c12)c1cc(F)ccc1F,3.2,-2.0,319.5,10.0,15.8,-2.5,2.9,3.1,0.9,-11.8,5.8
COc1ccc(C(=O)Nc2c(Cl)cc(Cl)cc2C(=O)N2CCOCC2)cc1,1.5,-1.7,1.3,10.9,-15.2,-1.0,16.5,1.2,4.4,3.9,-10.2
CN(CC(=O)Nc1ccc(Cl)c(Cl)c1)C(=O)/C=C/c1ccc(F)cc1,0.3,7.0,13.8,-31.4,0.9,-5.2,-5.5,4.5,0.9,-5.7,-60.9
Cc1ccc(S(=O)(=O)N2CCC(C(=O)OCC(=O)N(Cc3ccccc3)C(C)(C)C)CC2)cc1C,0.1,1.0,-0.1,-6.5,nt,-7.5,21.6,4.8,0.9,3.0,0.9
Cc1ccc(S(=O)(=O)N2CCN(C(=O)CN3C(=O)c4ccccc4C3=O)CC2)c(C)c1,-0.2,-1.6,-3.7,7.1,nt,-9.0,-7.7,0.3,1.6,-10.7,-1.5
Cc1cc(C2=NNC(=NCCc3ccccc3)SC2)c(C)n1CC1CCCO1 (stereo not drawn),0.4,-1.4,107.7,6.8,-14.2,1.5,-8.1,5.5,-0.3,-1.0,-13.0
COc1ccc(Oc2c(C(F)(F)F)oc3cc(OCC(=O)O)ccc3c2=O)cc1,1.2,-4.7,-15.6,21.2,5.8,-1.6,-0.3,1.3,1.8,-2.8,-5.6
O=C(/C=C/c1ccccc1)NCCc1ccc2c(c1)OCCO2,-0.7,1.5,12.5,-9.9,5.0,1.1,0.1,4.6,0.7,-13.4,3.3
COc1cccc(C(=O)Nc2ccc(N(C)C)cc2)c1OC,0.9,1.3,14.3,-6.8,10.7,-3.2,-2.1,-2.1,-1.4,4.5,-5.0
O=C(COC(=O)/C=C/c1cn(-c2ccccc2)nc1-c1ccc2c(c1)OCCO2)NC1CCS(=O)(=O)C1 (stereo not drawn),-4.1,0.3,-4.2,-1.6,-2.7,-16.9,1.2,-0.8,-2.0,-12.3,26.3
COc1ccc(S(=O)(=O)NCc2ccccn2)cc1Cl,2.0,-2.4,-4.9,14.1,7.5,-9.5,0.6,1.2,-0.4,-9.1,9.3
N#CC1=C2N=C(N)c3ccccc3N2C2=C(C(=O)CCC2)C1c1cccc(Cl)c1 (stereo not drawn),1.5,2.5,37.3,-12.6,4.5,-1.5,1.9,2.7,6.5,-5.7,-1.8
Cc1cc(-c2ccc(N3CCOCC3)cc2)nc2ccccc12,-2.1,0.6,-9.5,-2.9,-17.7,-4.4,1.8,3.3,1.7,2.9,-20.1
CCCCSc1nn[nH]n1,0.9,-1.2,53.3,6.7,-4.4,-5.6,-0.8,2.2,4.4,1.7,14.4
COc1ccc(CCNC(=O)COC(=O)Cc2c[nH]c3ccccc23)cc1OC,-5.1,-1.5,0.1,7.9,nt,4.8,1.9,2.9,-1.4,15.9,3.0
CCc1nn(C(C)C(=O)N2CCc3ccccc3C2)c(=O)c2cc3occc3n12 (stereo not drawn),0.6,-2.3,-5.6,13.4,-11.1,-5.6,-2.7,2.6,3.2,-9.4,-37.6
CN(CC(=O)Nc1ccccc1C(F)(F)F)C(=O)CSCc1ccccc1,3.3,-2.2,-19.3,11.7,nt,-6.0,3.0,0.4,1.0,-0.2,1.0
CC(=O)O[C@]1(C(C)=O)CC[C@H]2[C@@H]3C[C@H](C)C4=CC(=O)CC[C@]4(C)[C@H]3CC[C@@]21C,-0.8&0.5,-1.2&-2.1,-2.5&-12.7,6.3&11.6,10.6&4.5,7.6&2.1,-2.2&-9.6,3.8&2.9,-2.9&0.9,3.0&7.1,-7.3&-7.3
CCOC(=O)Cc1nnc(NC(=O)CSc2ccc(C)cc2)s1,-1.3,-0.8,-0.4,4.2,nt,6.2,14.3,0.2,-1.1,9.1,-46.2
CCOc1ccccc1/C=N/Nc1ccc(Cl)nn1,1.4,0.5,-12.4,-2.5,-16.1,1.9,-5.6,0.5,-2.1,1.6,-8.0
C/C(CC(=O)Nc1cc(C)ccn1)=N\NC(=O)c1ccc(C)cc1,-3.4,-4.2,-12.9,19.7,-9.6,-2.0,8.8,3.6,-2.1,4.5,5.5
CC(C)NS(=O)(=O)c1ccc(OCC(=O)NCCC2=CCCCC2)cc1,-3.7,-1.4,-2.1,7.6,nt,-9.0,7.6,0.0,-0.6,-8.3,-8.1
COc1ccc(-c2c(C)c3ccc(O)cc3oc2=O)cc1OC,-1.4,-2.1,45.1,10.9,29.7,-3.0,0.1,1.6,4.6,-6.2,-13.6
O=C(NC1CCCN(Cc2ccc(Cl)cc2)C1)c1ccoc1 (stereo not drawn),-0.1,6.3,2.8,-34.1,-0.8,12.1,-1.5,4.0,0.6,-4.0,16.6
COc1ccc(NS(=O)(=O)c2ccc3c(c2)CCO3)cc1,-2.3,-0.7,93.0,3.5,-10.0,-6.3,2.8,2.2,5.0,0.7,4.3
COc1ccccc1CN(C)C(=O)CN1CCN(CC(=O)Nc2ccccc2Cl)CC1,-1.2,3.4,-4.3,-13.6,nt,-1.2,9.2,3.1,0.3,-1.1,-6.4
CCNc1ccc(C(=O)Nc2ccc3nc(C)sc3c2)cc1[N+](=O)[O-],-0.4,-1.5,3.3,8.2,11.9,3.8,-4.4,3.1,-1.4,2.0,2.7
Cn1cccc1C(=O)N1CCN(c2cccc(C(F)(F)F)c2)CC1,-1.2,-0.2,-12.5,0.9,nt,-1.8,6.3,3.2,-1.1,-8.7,-9.9
O=C(NCCN1CCOCC1)c1csc2c1CCCC2,0.2,1.8,1.0,-11.2,-5.3,-4.0,-3.8,0.8,1.7,-3.5,-8.1
CC(=O)Nc1ccc(-c2csc(Nc3ccccn3)n2)cc1,0.8,-1.1,-0.3,5.7,-23.1,5.8,1.5,4.4,0.0,-3.0,-0.6
O=C(COC(=O)Cc1ccc(F)cc1)Nc1ccc2[nH]c(=O)[nH]c2c1,2.2,0.7,-8.1,-4.5,-8.2,7.3,-1.1,0.8,2.2,7.9,-1.1
Cc1cccc(Cn2c(=O)n(CCCC(=O)NCc3ccco3)c(=O)c3ccccc32)c1,-0.9,0.1,-10.6,-0.7,-9.8,2.1,3.9,2.1,0.0,0.8,13.6
Nc1nc(SCC(=O)N2CCc3ccccc32)[nH]c(=O)c1-c1ccccc1,-0.7,-4.4,5.7,20.2,18.6,-7.8,-0.7,3.6,0.9,-6.0,-5.4
CCn1c(SCC(=O)Nc2c(C)n(C)n(-c3ccccc3)c2=O)nnc1-c1cccc(C)c1,-1.5,0.8,129.6,-4.5,11.3,4.2,2.1,0.6,0.1,-5.2,-27.5
O=C(CCNC(=O)c1ccc(Cl)cc1)NC1CCCc2ccccc21 (stereo not drawn),-2.9,0.3,118.2,-1.0,-5.2,2.1,-2.0,1.0,1.3,-0.7,1.3
Cc1ccc(C(=O)N2CCN(c3ccccn3)CC2)cc1C,-1.1,-2.0,-13.4,10.1,-7.6,-8.7,3.6,-2.6,1.2,5.6,-5.3
CCC(C(=O)Nc1ccccc1OC)n1c(C(=O)OC)cc2ccsc21 (stereo not drawn),0.4,4.4,-12.4,-26.1,-17.2,-6.3,4.2,0.0,-0.3,-11.7,-0.2
Cc1ccc(S(=O)(=O)N2CCOCC2)cc1C(=O)Nc1ccc(C(N)=O)cc1,0.6,-1.2,359.5,6.2,6.0,-1.0,-2.0,1.9,4.7,-8.2,-5.1
Cc1nnc2ccc(-c3ccc(NS(C)(=O)=O)cc3)nn12,-0.9,-1.1,-26.6,5.8,-28.9,6.6,-10.9,1.9,1.6,-4.2,-3.5
COc1cccc(NC(=O)CSc2cccc[n+]2[O-])c1,0.0,-3.5,-9.3,13.1,10.7,-1.5,-6.2,1.1,-0.5,9.3,-8.5
O=C(COc1ccc(Cl)c2cccnc12)N1CCOCC1,-1.1,-2.6,4.0,10.3,5.1,-1.4,1.0,0.5,1.2,1.5,-12.7
N=C1C(c2nc3ccccc3s2)=C(O)CN1NC(=O)c1ccc([N+](=O)[O-])cc1,nt,-2.3,nt,11.9,-13.1,-8.0,-1.1,4.4,nt,2.3,3.1
C[C@H](N)c1nnc(SCC(N)=O)o1,-2.3,-1.4,3.6,7.3,-9.6,9.4,1.9,-3.9,-2.0,-8.1,26.2
CCCCN(CC)S(=O)(=O)c1c(C)[nH]c(=O)[nH]c1=O,-1.9,-1.4,14.4,7.0,-14.9,-4.3,-2.1,2.4,0.2,-11.7,-11.2
CCOc1ccc(S(=O)(=O)N2CCC(C(=O)NCCc3ccc(S(N)(=O)=O)cc3)CC2)cc1,-3.0,-2.0,271.3*,9.4,-1.2,-3.9,1.5,0.7,-2.6,2.1,-2.9
Cc1cc(NC(=O)CSc2nnc(CNC(=O)c3c(F)cccc3F)o2)no1,2.3,-1.1,-0.1,3.6,23.9,-2.5,-5.6,-1.5,0.4,1.0,9.5
CCN(CC)c1ccc(NC(=O)CN2CCN(c3ccccc3F)CC2)cc1,0.0,5.1,-2.5,-21.0,11.7,-4.7,-4.8,3.6,-0.8,-2.0,-4.6
CCCCn1nnnc1NCc1cccc(OC)c1OC,-0.2,0.8,32.6,-4.7,-2.8,-5.0,-2.9,1.3,-0.5,5.8,-0.1
COC(=O)C1(C)NC(c2ccc(C)cc2)C2C(=O)N(c3ccc(F)cc3)C(=O)C21 (stereo not drawn),-2.7,-1.7,9.9,8.8,-15.1,-3.2,5.0,1.4,-3.3,8.1,5.5

# Bioassay records (PubChem)
